# Assay outcomes from PubChem.
# KLK7 zymogen act: activators of human kallikrein-7 zymogen; activation, % at 7 µM; actives 0.9% (n = 370,000); purified proKLK7, EDANS-DABCYL substrate fluorescence; 100% is mature enzyme control, 0% vehicle;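 active means activation above the mean of all tested compounds plus 3 SD, computed per campaign excluding outliers beyond control limits, cut at about 13% in these data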
# TCR-CD3 inh: human TCR-CD3 binding inhibition | TAMRA-labeled TCR probe fluorescence, biochemical | inhibition, % at 9.4 µM | actives 0.37% (n = 360,000) | AID 651800; in the data active means inhibition above about 19%;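 further: recombinant mutant TCR 2C K166C tagged with TAMRA read by polarization; 0% = receptor in buffer alone and 100% = receptor with positive control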
# MBD2 inh: MBD2-methylated oligo binding inhibition; Q9UBB5; TR-FRET, MBD2 binding to methylated oligonucleotide; inhibition, % at 4.4 µM; actives 0.31% (n = 370,000); AID 686964; in the data active means inhibition above about 13%
# PRMT1 inh: inhibitors of human PRMT1; recombinant PRMT1, activity-based probe fluorescence polarization; inhibition, % at 2.79 µM; actives 1.3% (n = 370,000); AID 652257;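 active means inhibition above about 21% made by adding two undisclosed values, limit read from the data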
# SIAE inh: blocks human sialic acid acetylesterase; Q9HAT2; actives 0.69% (n = 370,000); inhibition, % at 9.66 µM; AID 1053197; SIAE FP-Rh probe binding, fluorescence polarization;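 active means inhibition above a cutoff: mean of compounds within the control limits plus 3 SD of those, cut at about 17% in these data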;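 further: 0% = plate median of compound wells and 100% = probe without SIAE protein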
# UHRF1 MBD2 ctr: UHRF1 methyl-DNA binding inhibition; Q96T88; UHRF1 binding to methylated oligo, TR-FRET; inhibition, % at 4.4 µM; actives 0.75% (n = 370,000); AID 687016; in the data active means inhibition above about 21%;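 further: UHRF1 SRA domain binding a hemimethylated CpG hairpin DNA probe; 0% = median of test compound wells and 100% = reference inhibitor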
# LEDGF integ inh: blocks HIV-1 LEDGF/p75-dependent DNA integration; actives 0.64% (n = 370,000); TR-FRET IN-LEDGF/p75 DNA integration, Eu/Cy5; inhibition, % at 3.7 µM;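 active means inhibition above the screen-wide mean plus 3 SD, cut at about 13% in these data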;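 further: signal is the Cy5 over europium emission ratio at 671 and 618 nm; 0% = plate median of compound wells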
# Tn6 DDE FP: inhibitors of Tn6 peptide binding to human fibrin DD(E); P02675; Fibrin DD(E) TRITC-Tn6 fluorescence polarization displacement; AID 720509; inhibition, % at 8.3 µM; actives 0.21% (n = 370,000);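 active means inhibition above a per-campaign cutoff: mean of compounds within control limits plus 3 SD, cut at about 15% in these data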;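 further: 0% = median of all compound wells on the plate and 100% = blocking peptide control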
# Target sequence (P02675 whole entry, looked up): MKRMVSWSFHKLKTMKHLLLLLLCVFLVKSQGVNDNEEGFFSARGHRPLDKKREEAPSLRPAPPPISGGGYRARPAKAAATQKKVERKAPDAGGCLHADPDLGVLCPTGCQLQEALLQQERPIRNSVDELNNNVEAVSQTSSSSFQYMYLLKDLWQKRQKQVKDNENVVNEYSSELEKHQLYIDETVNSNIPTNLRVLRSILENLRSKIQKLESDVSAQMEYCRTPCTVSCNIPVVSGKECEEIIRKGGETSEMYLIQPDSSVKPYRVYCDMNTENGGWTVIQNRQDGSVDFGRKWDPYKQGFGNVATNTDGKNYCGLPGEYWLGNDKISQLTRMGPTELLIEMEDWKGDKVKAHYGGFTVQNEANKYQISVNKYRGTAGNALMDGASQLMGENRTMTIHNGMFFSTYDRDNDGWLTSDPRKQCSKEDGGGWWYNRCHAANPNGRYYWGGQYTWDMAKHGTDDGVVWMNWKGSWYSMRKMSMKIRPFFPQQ
# DDE Tn7 FP inh: inhibitors of Tn7 peptide binding to human fibrin DD(E); FP displacement of FITC-Tn7 peptide from fibrin DD(E); 0% = median of compound wells per plate; inhibition, % at 8.3 µM; actives 0.13% (n = 370,000); AID 720508;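 active means inhibition above the mean of compounds falling within the control limits plus 3 SD of them, cut at about 14% in these data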;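 further: 0% = plate median of compound wells and 100% = 10 µM Aha-Tn7 peptide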
#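 assay system = human clot-derived fibrin DD(E) complex | quantity = Fibrin-DD(E) at 2 µM final | timing = 10 min preincubation, 3 h with tracer, room temperature | signal = fluorescence polarization | measure = percent inhibition | benchmarks = high control wells with 10 µM unlabelled Aha-Tn7 peptide (full inhibition) | replicates = singlicate testing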
# TDP2 inh: TDP2 (human) inhibition, absorbance primary screen; AID 720702; recombinant TDP2, T5PNP hydrolysis, p-nitrophenol absorbance 415 nm; inhibition, % at 12.8 µM; O95551; actives 0.34% (n = 370,000);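 active means inhibition above the mean of all tested compounds plus 3 SD, set per campaign, cut at about 25% in these data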;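 further: 0% = DMSO with enzyme and 100% = buffer with substrate but no TDP2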
#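 Assay system: recombinant human TDP2 / Reagent: T5PNP substrate at 5 mM, a TopII-DNA adduct mimic / Measured by: epi absorbance from released p-nitrophenol / Evaluation: % inhibition relative to enzyme-containing and enzyme-free wells / Control set: enzyme-free and DMSO wells / Replicates: each compound tested once, singlicate / Schedule: enzyme reaction with compound for 2 h at 37 °C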
# Active calls of the source: *; · = not tested or not shown.
KLK7 zymogen act	TCR-CD3 inh	MBD2 inh	PRMT1 inh	SIAE inh	UHRF1 MBD2 ctr	LEDGF integ inh	Tn6 DDE FP	DDE Tn7 FP inh	TDP2 inh	SMILES
0.0	-3	0	1	-19	-1	-1	-7	1	5	O=C(CSc1nc2ccccc2s1)NNC(=O)Nc1ccc(Cl)c(Cl)c1
0.8	-2	-1	3	-11	3	0	15	0	-7	CNC(=O)NC(=O)CSc1nnc(-c2ccc(F)cc2)n1CC1CCCO1 (stereo unspecified)
0.4	2	0	-1	2	1	-2	4	1	-4	Cn1c(=O)c2cn(-c3ccc4c(c3)OCCO4)cc2n(C)c1=O
·	·	-3	-1	4	2	-2	-1	2	-1	O=C(Nc1ccc(N2C(=O)CC3(CCCCC3)C2=O)c(Cl)c1)c1ccccn1
1.1	-4	1	11	2	-1	3	-8	0	0	CCCCC(=O)N(C)c1c(CC)nc2c(OCC(=O)c3ccc(Cl)cc3Cl)cccn12
0.4	5	-9	-5	5	0	2	-4	4	6	CCS(=O)(=O)N1CCC(C(=O)Oc2ccc(Cl)cc2)CC1
-0.5	6	-4	3	3	0	-4	0	0	6	O=C(CSC1=NS(=O)(=O)c2cc(Cl)ccc2N1)Nc1ccccc1F
-0.1	2	1	-2	6	-1	-2	2	4	8	COc1ccccc1NC(=O)N(C)C[C@H]1OCc2cn(nn2)CCCC(=O)N([C@H](C)CO)C[C@@H]1C
0.3	-6	2	6	-4	1	-2	-5	3	7	O=C(COC(=O)c1ccccc1SCC(=O)N1CCCC1)NCc1ccc(F)cc1
0.6	0	-2	-4	4	-2	0	9	-3	-19	Cc1cc(C)n(-c2ccnc3cc(Cl)ccc23)n1
0.6	-9	2	4	-7	2	-1	-4	-1	-6	CCC(C)C(=O)Nc1nc2ccc(OC)cc2s1 (stereo unspecified)
0.0	·	-1	0	5	4	-2	3	4	8	O=C(OCc1cn(Cc2cccc(F)c2)nn1)N1CCCCC1
0.3	2	-3	-1	8	-1	1	2	-6	7	O=C1c2oc3ccc(F)cc3c(=O)c2C(c2ccccc2)N1CC1CCCO1 (stereo unspecified)
0.5	4	-1	-1	-1	-1	0	3	1	5	CCOC(=O)c1ccccc1NC(=O)c1c(O)c2ccccc2n(CC)c1=O
0.3	8	-2	0	-4	-3	-2	-8	-10	-6	Cc1cccc(N2CCN(C(=O)Cn3c(=O)[nH]c4ccsc4c3=O)CC2C)c1 (stereo unspecified)
0.2	-6	-3	-2	-5	0	2	-1	6	5	C=CCOc1ccc(Br)cc1CNCCO
0.0	0	4	2	2	3	-4	2	0	3	O=S(=O)(CCC1CCCCN1)c1ccccc1 (stereo unspecified)
0.1	7	-9	-3	5	-2	2	-5	2	-7	COc1ccc(/C=C(\NC(=O)c2ccccc2)C(=O)NCc2ccco2)cc1OC
0.3	-6	-3	1	2	-1	0	0	3	-3	Cc1cc(Br)c(NC(=O)CCNC(=O)OCc2ccccc2)cc1C
-0.1	-1	-2	3	3	3	-3	-4	4	0	CCOC(=O)C1CCN(C(=O)COc2ccc(Cl)cc2Cl)CC1
0.3	3	-7	-2	5	-6	3	-2	-4	-9	CCOc1cc(CNc2ccc(CNc3ncn[nH]3)cc2)ccc1OCc1ccccc1
-0.5	5	0	-1	4	0	-1	9	-5	-9	Cc1ccc(N=Nc2cc(C)ccc2O)c(C)c1

# Results in UHRF1 MBD2 ctr and LEDGF integ inh (5 entries from above):
SMILES,UHRF1 MBD2 ctr,LEDGF integ inh
CCOC(=O)C1CCN(C(=O)COc2ccc(Cl)cc2Cl)CC1,3,-3
CNC(=O)NC(=O)CSc1nnc(-c2ccc(F)cc2)n1CC1CCCO1 (stereo unspecified),3,0
COc1ccc(/C=C(\NC(=O)c2ccccc2)C(=O)NCc2ccco2)cc1OC,-2,2
Cn1c(=O)c2cn(-c3ccc4c(c3)OCCO4)cc2n(C)c1=O,1,-2
CCOC(=O)c1ccccc1NC(=O)c1c(O)c2ccccc2n(CC)c1=O,-1,0

# Part of the list above, as comma-separated lines:
mol,KLK7 zymogen act,TCR-CD3 inh,MBD2 inh,PRMT1 inh,SIAE inh,UHRF1 MBD2 ctr,LEDGF integ inh,Tn6 DDE FP,DDE Tn7 FP inh,TDP2 inh
O=S(=O)(CCC1CCCCN1)c1ccccc1 (stereo unspecified),0.0,0,4,2,2,3,-4,2,0,3
COc1ccc(/C=C(\NC(=O)c2ccccc2)C(=O)NCc2ccco2)cc1OC,0.1,7,-9,-3,5,-2,2,-5,2,-7
Cc1cc(Br)c(NC(=O)CCNC(=O)OCc2ccccc2)cc1C,0.3,-6,-3,1,2,-1,0,0,3,-3
